Screening data: PubChem, National Center for Advancing Translational Sciences (NCATS)
GAA glycogen: alters human alpha-glucosidase cleavage of glycogen | hit rate 0.38% among 300,000 | recombinant GAA, glycogen substrate, Amplex Red glucose oxidase fluorescence | AID 2100 | P10253 | Potency, µM (doses to about 76.4 µM), inactives show at the top dose activity change, negative = inhibition, actives largely listed as inhibitors; active = well fitted inhibition curve with a large enough effect; inconclusive = small, poorly fitted or top-dose-only effect, or another doubt; inactive = no such curve, though single readings can be large or run the other way;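 also: 0% = full enzyme reaction and -100% = no-enzyme basal signal; the screen sought inhibitors and activators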
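Recombinant enzyme (4 nM final) with compounds titrated up to 77 uM and bovine liver glycogen (30 ug) in citrate pH 5.0, 0.01% Tween-20, 37 C 40 min. Released glucose detected by Amplex Red/glucose oxidase (Ex 573/Em 610); AC50 from Hill fits.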
Active calls of the source: *; ? = inconclusive; [ ] = dose if it differs, or a comment. Potency is read from the fitted curve at half-maximal effect. These rows are one share of the data, so the mix of outcomes need not match the whole.

SMILES | GAA glycogen
O=C(NC1CC1)C1CC(=O)N(c2cccc(Cl)c2Cl)C1 (stereo not given) | -4%[76.3 µM]
CSc1ncc(C(=O)Nc2ccccc2C)c(C)n1 | 5%
COc1ccc(C(=O)n2c(N)nc3ccccc32)cc1OC | -2%[76.3 µM]
Cc1ccc(Sc2c(C)nn(C(C)(C)C)c2OC(=O)CC(C)C)cc1 | -19%[76.3 µM]
Cc1ccc(Sc2c(C)nn(C(=O)COc3ccc(F)cc3)c2C)cc1 | -18%[76.3 µM]
CC(=O)N(C)c1ccc(NC(=O)Cc2cccs2)cc1 | 2%[76.3 µM]
O=C(O)c1ccc2c(c1)C(=O)N(c1ccc(OCc3ccccc3)cc1)C2=O | -8%[76.3 µM]
C[C@H](NC(=O)OC(C)(C)C)c1nnc(SCc2c(F)cccc2Cl)o1 | 2%[76.3 µM]
CCc1cc(=O)n2[nH]c(-c3ccccc3)c(-c3ccccc3)c2n1 | -2%
COc1ccc(C)cc1NC(=O)c1ccc(NS(=O)(=O)c2cccs2)cc1 | 6%
NCCCC(=O)N1c2ccccc2Sc2ccc(Cl)cc21 | -1%
COc1ccc(NC(=O)CCc2nnc3n(C)c(=O)c4sccc4n23)cc1 | 16%[76.3 µM]
COc1ccc(NC(=O)c2ccco2)cc1NC(=O)COc1cccc(C)c1C | -2%[76.3 µM]
O=C(O)CN1C(=O)/C(=C\c2cccc(OCc3ccccc3F)c2)SC1=S | 0%
Cc1oc2ccc(O)c(CN3CCOCC3)c2c1C(=O)Nc1cccc(C(F)(F)F)c1 | -12%[76.3 µM]
Cc1ccc(OCc2n[nH]c(=S)n2-c2ccc(Br)cc2)cc1 | ?
COc1ccc(C2=NS(=O)(=O)N(C)C(C(=O)NC3CCCCC3)=C2)cc1OC | 7%[76.3 µM]
Cc1cccc(Cn2c(=O)n(Cc3ccc4c(c3)OCO4)c(=O)c3oc4ccccc4c32)c1 | 13%[76.3 µM]
COc1cc(OC)cc(-c2nc3nc(C)c(CCC(=O)Nc4ccccc4)c(C)n3n2)c1 | 20%[76.3 µM]
COC(=O)c1ccc(Nc2nnc(-c3ccc(C)c(S(=O)(=O)N4CCN(C)CC4)c3)c3ccccc23)cc1 | -14%[76.3 µM]
O=C(NC1CCCCC1)N1CCNCC1 | -3%[76.3 µM]
O=C(Nc1ccccc1)c1cc2c(-c3ccccc3)nn(-c3ccccc3)c2s1 | 10%[76.3 µM]
CC1CCN(c2ccccc2NC(=O)c2ccc(Br)o2)CC1 | -4%[76.3 µM]
Cc1ccc(/C(O)=C2/C(=O)C(=O)N(CC(=O)O)C2c2ccc([N+](=O)[O-])cc2)cc1 (stereo not given) | -14%[15.3 µM]
COCCCNC(=O)CCc1c(C)nc2c(c(C)nn2-c2ccccc2)c1C | 4%
COc1ccc(C(=O)CCC(=O)NCCc2ccccc2F)cc1 | 0%
NC(=O)c1cc([N+](=O)[O-])ccc1N1CCN(Cc2ccccc2)CC1 | 0%[76.3 µM]
CCc1c(O)nc(SCc2ccc(F)cc2)[nH]c1=O | -2%[76.3 µM]
CCOC(=O)c1c(CSc2ccccc2)n(C)c2cc(Br)c(OC)c(O)c12 | -14%[76.3 µM]
Cc1cc(C)c(NC(=O)C2CCCN(S(=O)(=O)c3c(C)noc3C)C2)c(C)c1 (stereo not given) | 3%[76.3 µM]
CCn1c(=N)c(C(=O)NC2CCCC2)cc2c(=O)n3ccccc3nc21 | 12%[76.3 µM]
COc1ccc(/C(C)=N/NC(=O)CNC(=O)/C=C\c2ccccc2OC)c(OC)c1 | -5%[76.3 µM]
CN(C)c1ccc(NC(=O)Nc2ccc3c(c2)nnn3C)cc1 | -13%[76.3 µM]
CCOC(=O)C1CCN(C(=O)Cn2cnc3sc(C)c(S(=O)(=O)N4CCCCC4)c3c2=O)CC1 | 6%
O=C(Nc1ccc(Oc2ccccc2)nc1)C1CCCCN1Cc1ccc(O)cc1 (stereo not given) | -12%[76.3 µM]
COc1cccc(CNS(=O)(=O)c2ccc(-n3cnnn3)c(C)c2)c1 | 7%
O=[N+]([O-])c1c(Nc2ccc(O)cc2)cc(Cl)c2nonc12 | -8%
Cn1c(=O)c(=O)n(C)c2cc(S(=O)(=O)CCC(=O)Nc3c(F)c(F)c(F)c(F)c3F)ccc21 | -13%[76.3 µM]
O=C(c1ccc2c(c1)N(Cc1ccc(Cl)cc1)C(=O)c1ccccc1S2(=O)=O)N1CCN(Cc2ccccc2)CC1 | -14%[76.3 µM]
Cc1ccc(C)c(N2CCN(C(c3ccc(F)cc3)c3nnc(-c4ccccc4)o3)CC2)c1 (stereo not given) | -2%[76.3 µM]
O=C(Nc1ccc(Cl)cc1)c1ccc2c(c1)N(Cc1ccccc1)C(=O)c1ccccc1S2(=O)=O | -12%[76.3 µM]
Cc1ccc(Cn2cc(CCC(=O)O)c3ccccc32)cc1 | 2%
O=C(COc1ccccc1Cl)N1CCc2ccccc2C1 | -6%[76.3 µM]
COc1ccc(-c2cc(-c3ccccc3)nc(SCC(=O)Nc3ccccc3F)c2C#N)cc1 | -6%[76.3 µM]
COc1ccc(OCC(=O)N(Cc2cccs2)C2CCS(=O)(=O)C2)cc1 (stereo not given) | -13%[76.3 µM]
Cc1ccc(N2CC(C(=O)Nc3ccc4c(c3)OCO4)CC2=O)cc1C (stereo not given) | 3%
CCCc1nc2ccccc2n1CC(O)COc1ccc(C(=O)OC)cc1 (stereo not given) | 9%[76.3 µM]
O=C(NCc1ccccc1)c1cnc(Cl)c(Cl)c1 | 4%
COc1ccc(-c2[nH]c(-c3ccc(C)cc3)nc2SCC(=O)NCC2CCCO2)cc1 (stereo not given) | 15%[76.3 µM]
Cc1ccc(S(=O)(=O)NC(=O)c2cccc(Br)c2)cc1 | -9%[76.3 µM]
Cn1c(=O)c2sccc2n2c(CCCC(=O)Nc3ccc(Oc4ccc(Cl)cc4)cc3)nnc12 | 8%[76.3 µM]
Clc1ccc(-n2c(Cc3ccccc3)nnc2SCc2nc(-c3cccs3)no2)cc1 | -5%[76.3 µM]
CCc1cccc(NS(=O)(=O)c2ccc3c(c2)n(C)c(=O)c(=O)n3C)c1 | -6%[76.3 µM]
Cc1ccc(N2CC(C(=O)NC3CCC(C)CC3)CC2=O)cc1 (stereo not given) | -2%[76.3 µM]
CCOC(=O)/C(C#N)=C/c1ccc(-c2ccccc2)o1 | -5%[76.3 µM]
CN1CCN(C(=O)c2cccn(Cc3c(Cl)cccc3Cl)c2=O)CC1 | 6%
Cc1ccc2cccc(SCC(=O)Nc3ccc(F)cc3)c2n1 | 0%
COc1cc(C2CC(=O)Nc3c2c(=O)[nH]c2ncnn32)ccc1O (stereo not given) | -28%[76.3 µM]
COc1ccc2nc(NC(=O)c3nc(S(=O)(=O)Cc4ccccc4)ncc3Cl)sc2c1 | -21%[76.3 µM]
COc1ccc(/C=C(\NC(=O)c2ccc(OC)cc2)C(=O)N2CCCCC2)cc1 | -13%[76.3 µM]

Next records follow.
compound	GAA glycogen
O=C(CSc1nnc(CNC(=O)c2cccs2)o1)Nc1ccc(F)cc1F	-13%[76.3 µM]
CC(=O)c1cccc(NC(=O)N2CCC(NC(=O)C3CCCCC3)CC2)c1	3%
Cc1oc(-c2cccc(F)c2)nc1CN1CCCN(C(=O)c2ccco2)CC1	-3%[76.3 µM]
O=C(Nc1ccccc1Cl)[C@H](CSCc1ccccc1)N1Cc2ccccc2C1=O	2%[76.3 µM]
CCOC(=O)c1ccccc1NC(=O)Cn1c(=O)n(-c2cccc(C)c2)c(=O)c2c1c1cc(C)ccc1n2C	13%[76.3 µM]
Cn1c(Oc2ccc(F)cc2)nc2c1c(=O)n(Cc1ccccc1Cl)c(=O)n2C	-10%[76.3 µM]
CC(C)Cc1nnc(NC(=O)CCC(=O)NC2CCCCCCC2)s1	-1%[76.3 µM]
Cc1ccc(S(=O)(=O)c2cnc(SCC(=O)Nc3ccccc3C(F)(F)F)[nH]c2=O)cc1C	-6%[76.3 µM]
CCCn1c(=O)c2sccc2n2c(CCCC(=O)N3CCN(c4cccc(Cl)c4)CC3)nnc12	6%[76.3 µM]
COc1ccc(-n2c(-c3cccc(F)c3)nc3c(cnn3-c3ccc(C)cc3)c2=O)cc1	-15%[76.3 µM]
COc1ccc(NS(=O)(=O)c2c(C)cc(C)cc2C)cn1	0%[76.3 µM]
CN1c2ccccc2Sc2cc(N)ccc21	-13%[76.3 µM]
Nc1nc(SCc2cccc(Br)c2)n[nH]1	-5%[76.3 µM]
COc1ccc(CNC(=O)CNC(=O)c2ccc(C(C)(C)C)cc2)cc1OC	5%
CCc1nn(CC(=O)NCc2ccccc2Cl)c(=O)c2cccn12	7%[76.3 µM]
Cc1nnc(SCc2ccccc2)c2cc3sccc3n12	-11%[76.3 µM]
Cc1ccc(/C=C2\SC(=S)N(CCC(=O)Nc3ccc(O)cc3)C2=O)cc1	-2%
CN(CC(=O)N1CCN(Cc2ccccc2)CC1)S(=O)(=O)c1ccc(F)cc1	0%[76.3 µM]
Cc1ccc(C)c(C(=O)CSc2nc(C)cc(=O)[nH]2)c1	-11%[76.3 µM]
COc1ccc2c(CNC3CCCC3)c(C(=O)O)n(Cc3ccccc3C)c2c1	15%[76.3 µM]
CCC(=O)Nc1ccc(NC(=O)c2ccc3ccccc3c2)cc1	-3%[76.3 µM]
CCOC(=O)C1(Cc2cccc(Cl)c2)CCCN(C(=O)CCNC(C)=O)C1 (stereo not given)	-9%[76.3 µM]
O=C(CCNC(=O)c1ccco1)Nc1ccc(OC(F)(F)F)cc1	3%
COCCNC(=O)c1ccc2c(c1)ncn2-c1ccc(C)c(Cl)c1	-1%
Cc1cccc(-n2cc(-c3ccccc3)[nH]c2=S)c1	3%
COC(=O)c1ccc(CSc2nc3ccccc3c(=O)n2C)o1	-5%[76.3 µM]
CCN(CC)CCNC(=O)CNC(=O)c1nn(-c2ccc(OC)cc2OC)c(=O)c2ccccc12	-3%
CC(=O)Nc1ccccc1-c1nc2ccccc2n(C(C)C(=O)Nc2ccccc2C(F)(F)F)c1=O (stereo not given)	-3%[76.3 µM]
CS(=O)(=O)c1nc(S(=O)(=O)c2ccc(Cl)cc2)c(NCCCN2CCCC2=O)s1	0%[76.3 µM]
Cc1ccc(CC(=O)Nc2c(C(=O)N3CCN(c4ccccc4F)CC3)oc3ccccc23)cc1	-1%[76.3 µM]
Cc1ccccc1-n1c(SCC(=O)Nc2c(C)cccc2C)nc(O)cc1=O	-5%
Cc1ccc(C(=O)COC(=O)CCN2C(=O)C3C4CCC(C4)C3C2=O)cc1C (stereo not given)	-10%[76.3 µM]
COC(=O)CN1C(C(=O)c2ccccc2)=C(OC(=O)c2ccc(C)cc2)c2ccccc2S1(=O)=O	-7%[76.3 µM]
CC(CN1CCCCC1)OC(=O)c1ccco1 (stereo not given)	2%
CC(C)CCNC(=O)c1ccc(-n2cnc3cccnc32)cc1	1%
CCc1ccc(OCC(=O)N(Cc2ccc(C)cc2)Cc2ccco2)cc1	-7%[76.3 µM]
COc1ccccc1C(=O)NCCn1cc(SCC(=O)NCC2CCCO2)c2ccccc21 (stereo not given)	2%[76.3 µM]
Cc1cccc(N(CC(=O)NC(C)c2ccccc2)S(=O)(=O)c2ccccc2)c1C (stereo not given)	-13%[76.3 µM]
O=C(CN1CCCC1)Nc1sc2c(c1C(=O)Nc1ccccc1)CCCC2	-2%[76.3 µM]
Cc1cc2oc(C(=O)Nc3ccc(S(=O)(=O)N(C)Cc4ccccc4)cc3)cc(=O)c2cc1C	9%[76.3 µM]

Pulled by compound from the list above (7):
compound	GAA glycogen
Cc1ccccc1-n1c(SCC(=O)Nc2c(C)cccc2C)nc(O)cc1=O	-5%
Cc1cccc(N(CC(=O)NC(C)c2ccccc2)S(=O)(=O)c2ccccc2)c1C (stereo not given)	-13%[76.3 µM]
COc1ccccc1C(=O)NCCn1cc(SCC(=O)NCC2CCCO2)c2ccccc21 (stereo not given)	2%[76.3 µM]
CC(C)CCNC(=O)c1ccc(-n2cnc3cccnc32)cc1	1%
CCc1ccc(OCC(=O)N(Cc2ccc(C)cc2)Cc2ccco2)cc1	-7%[76.3 µM]
Cc1cc2oc(C(=O)Nc3ccc(S(=O)(=O)N(C)Cc4ccccc4)cc3)cc(=O)c2cc1C	9%[76.3 µM]
CC(CN1CCCCC1)OC(=O)c1ccco1 (stereo not given)	2%

The list continues.
compound	GAA glycogen
O=C(NCc1ccccc1)c1ccc2ccccc2n1	0%[76.3 µM]
COc1ccc2cc(S(=O)(=O)NCc3cccnc3)ccc2c1	2%
COc1ccc(Cc2nnc(SCC(=O)Nc3ccc(C)c(C)c3)o2)cc1OC	-11%
Cc1ccc(S(=O)(=O)NCc2csc(C)n2)cc1	3%
CCOc1ccc(C(C(=O)NC(C)(C)C)N(CCOC)C(=O)CCC(=O)Nc2nccs2)cc1 (stereo not given)	6%
CCc1cccc(C)c1NC(=O)Nc1c(Br)cnn1C	-10%
Cc1ccc2nc(-c3cccc(NC(=O)CSc4ccc(Cl)cc4)c3)oc2c1	-4%[76.3 µM]
Nc1nn(-c2ccccc2)c2ccc([N+](=O)[O-])cc12	3%
COc1ccc(CN(C)C(=O)c2ccc(Oc3ccccc3)cc2)cc1F	-9%[76.3 µM]
Cc1ccc2c(c1)-c1nc(-c3ccccc3)cc(-c3ccccc3)c1CO2	14%[76.3 µM]
O=C(O)CCC(=O)N1CCN(c2nc(-c3ccccc3)c3ccccc3n2)CC1	4%
CN(CCOc1ccc(Cl)cc1)C(=O)C1CCN(C(=O)c2ccc(F)cc2)CC1	-5%[76.3 µM]
CC(C)(C)C(=O)NC1CC2CCCC(C1)N2C(=O)Nc1cccc(Cl)c1 (stereo not given)	-7%[76.3 µM]
O=C(CNCc1ccccc1)Nc1cccc(Cl)c1Cl	6%
COc1ccc(CCC(=O)Nc2ccc3c(c2)OCO3)cc1OC	-3%
